# MCL1 BIM primary = disrupts human MCL1 binding to BIM-BH3 peptide. Q07820. GST-MCL1 / FITC-Bim-BH3 fluorescence polarization. inhibition, % at 10.9 µM. 0.68% of 320,000 active. AID 2057;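 active means inhibition above the mean inhibition of all tested compounds plus 3 SD, set per campaign, cut at about 40% in these data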;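 further: 0% = DMSO wells and 100% = unlabeled Bim-BH3 peptide control; higher means more loss of mP so more displacement of Bim peptide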
# Target sequence (Q07820 whole entry, looked up): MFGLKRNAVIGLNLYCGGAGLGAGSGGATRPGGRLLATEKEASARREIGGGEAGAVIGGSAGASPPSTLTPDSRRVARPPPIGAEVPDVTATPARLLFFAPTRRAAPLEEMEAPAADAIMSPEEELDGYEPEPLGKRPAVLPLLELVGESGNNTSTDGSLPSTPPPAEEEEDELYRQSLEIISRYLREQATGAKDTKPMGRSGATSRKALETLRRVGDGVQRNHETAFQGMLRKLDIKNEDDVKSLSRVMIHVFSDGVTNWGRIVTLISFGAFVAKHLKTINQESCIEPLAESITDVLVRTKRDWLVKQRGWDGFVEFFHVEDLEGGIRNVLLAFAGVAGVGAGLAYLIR
# GRK2 inh = inhibitors of human GRK2 displacing RNA aptamer; inhibition of aptamer binding, % at 10 µM; P25098; bead flow cytometry, FAM-aptamer displacement from GRK2; 0.59% of 330,000 active;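 active means inhibition of aptamer binding above 40%, roughly 3 SD of noise, on plates passing a quality check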;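 further: median bead fluorescence of bound FAM aptamer so fluorescent compounds give negative values; no value below 0 was filed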
# GLD-1 TGE inh = GLD-1-TGE RNA interaction inhibition (C. elegans) | inhibition, % at 5.96 µM | purified GLD-1 + fluorescein TGE RNA, fluorescence polarization | Q17339 | 0.44% of 320,000 active | AID 2280;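 active means percent inhibition above a per-plate cutoff, the plate mean of test compounds plus 3 SD, cut at about 30% in these data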;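 further: 0% = DMSO wells with GLD-1 and probe and 100% = wells lacking GLD-1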
# Target sequence (Q17339 whole entry, looked up): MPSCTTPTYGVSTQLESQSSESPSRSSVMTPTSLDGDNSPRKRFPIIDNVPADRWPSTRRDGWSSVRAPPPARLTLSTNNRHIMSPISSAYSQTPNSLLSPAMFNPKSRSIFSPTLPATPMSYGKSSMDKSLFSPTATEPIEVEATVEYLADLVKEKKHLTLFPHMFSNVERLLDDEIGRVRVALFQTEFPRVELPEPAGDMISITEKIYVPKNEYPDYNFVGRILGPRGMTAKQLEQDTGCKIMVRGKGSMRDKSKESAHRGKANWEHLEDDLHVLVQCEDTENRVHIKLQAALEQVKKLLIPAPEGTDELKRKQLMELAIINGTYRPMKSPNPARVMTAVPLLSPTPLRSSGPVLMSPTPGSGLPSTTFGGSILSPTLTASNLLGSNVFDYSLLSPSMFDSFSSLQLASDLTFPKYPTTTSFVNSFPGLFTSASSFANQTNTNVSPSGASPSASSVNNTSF
# AGP1 TOR yeast = modulators of TOR pathway AGP1-GFP in S. cerevisiae | S. cerevisiae AGP1-GFP multiplex flow cytometry, 3 h; GFP as percent of DMSO wells | AID 2066 | GFP response vs DMSO, % at 10 µM | 0.02% of 320,000 active;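 active means GFP response relative to DMSO above a set limit, near screen average plus 3 SD, cut at about 150% in these data; inconclusive means fewer than 70 cells counted for the yeast strain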;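 further: median GFP channel fluorescence of the gated AGP1 strain per well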
# BCLXL inh = blocks human Bcl-xL binding to Bim BH3 peptide; Q07817; GST-Bcl-xL / FITC-Bim BH3 peptide fluorescence polarization; inhibition, % at 10.9 µM; 0.7% of 320,000 active; AID 2129;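 active means inhibition above the mean of all tested compounds plus 3 SD, cutoff set per campaign, cut at about 30% in these data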;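 further: 0% = DMSO wells and 100% = unlabeled Bim-BH3 peptide competitor; inhibitors lower millipolarization by displacing the labeled peptide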
# Target sequence (Q07817 whole entry, looked up): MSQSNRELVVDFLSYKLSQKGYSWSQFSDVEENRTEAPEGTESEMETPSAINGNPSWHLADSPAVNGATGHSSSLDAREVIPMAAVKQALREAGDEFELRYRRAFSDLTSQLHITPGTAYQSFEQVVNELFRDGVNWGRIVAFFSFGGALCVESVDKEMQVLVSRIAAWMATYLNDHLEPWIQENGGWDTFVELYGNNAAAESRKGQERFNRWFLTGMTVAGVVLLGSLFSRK
# MEX-5 binding = C. elegans MEX-5 TCR-2 RNA binding activity. 0.38% of 300,000 active. activity score (negative = inhibition of binding), % at 10 µM. Q9XUB2. MEX-5/FITC-TCR2 RNA binding, fluorescence polarization; active compounds read low;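 active means inhibition past about -25% in most replicates, and total fluorescence under double the plate's negative control median, limit read from the data; inconclusive means replicates evenly split on the limit, or fluorescence at least double controls; inactive means too little inhibition in most replicates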;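 further: 0% = DMSO and -100% = 5 µM competing unlabeled TCR2 RNA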
# VLA-4 inh = inhibition in a human VLA-4 binding assay. P13612. VLA-4 expressing cells, ligand binding flow cytometry. inhibition, % (about 7 µM as worked out from the volumes in the protocol). 0.2% of 330,000 active; in the data active means inhibition above about 50%
# CIT2-GFP yeast = yeast TOR pathway CIT2-GFP modulation. S. cerevisiae CIT2-GFP strain, flow cytometry, 3 h; 100 means same as DMSO wells. GFP response vs DMSO, % at 10 µM. 0.065% of 320,000 active;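 active means GFP response relative to DMSO above a set limit, near the screen mean plus 3 SD, cut at about 150% in these data; inconclusive means Fewer than 70 cells measured for a yeast strain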;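 further: ratio of well median GFP fluorescence to mean of DMSO wells on the plate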
# Fam108B counter = Fam108B inhibition, counter-screen for RBBP9 inhibitors; 0.33% of 300,000 active; inhibition, % at 9.51 µM; AID 1947; recombinant Fam108B, FP-Rh probe fluorescence polarization;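 active means inhibition above the screen mean inhibition plus 3 SD, computed separately per campaign, cut at about 18% in these data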;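 further: inhibitors lower polarization as less probe binds the enzyme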
# Starred values were filed as active, the others as inactive; ? = inconclusive; . = no result given. Random draw from the library; about 2.2% have a hit in one of these screens.
molecule	MCL1 BIM primary	GRK2 inh	GLD-1 TGE inh	AGP1 TOR yeast	BCLXL inh	MEX-5 binding	VLA-4 inh	CIT2-GFP yeast	Fam108B counter
COc1ccc(-c2csc3nc[nH]c(=O)c23)cc1	7.8	0.0	-1.5	102.2	2.9	-0.2	-8.4	99.1	1.9
COc1ccc(C)cc1NC(=O)CSc1nnc(-c2cc(C)[nH]n2)n1N	0.5	0.0	0.9	100.6	0.6	-0.1	3.8	100.6	1.3
CC1(C)CC(=O)c2cc(N=C/C(C(=O)c3ccccc3)=C(\O)c3ccccc3)c(=O)oc2C1	5.5	0.0	-0.5	89.0	3.6	-3.6	-1.0	84.2	4.2
CCSc1ccccc1C(=O)Nc1nc2ccccc2c(=O)[nH]1	-0.5	1.0	0.5	101.3	3.9	-0.1	7.8	96.0	-1.8
O=P(Cc1ccccc1)(c1ccccc1)c1ccccc1	1.9	6.0	-6.3	97.1	1.5	0.8	-5.8	90.1	0.1
CC(C)C(NC(=O)c1ccc(S(=O)(=O)N2CCOCC2)cc1)c1nc2ccccc2[nH]1 (centres undefined)	-1.1	4.0	-0.4	101.6	6.4	2.1	-7.6	105.2	1.4
CCCCN(CCCC)CCCNC(=O)C1CC(c2ccc(C(F)(F)F)cc2)=NO1 (centres undefined)	3.2	0.0	6.7	84.6	1.8	-0.9	-4.6	95.7	3.5
O=C(Nc1ccccc1)NC1CCN(CCCN2C(=O)c3ccccc3C2=O)CC1	-0.1	2.0	3.5	99.9	1.9	0.2	9.7	99.6	-4.5
O=C(CSc1ccccc1)NCC(c1ccco1)N1CCCCC1 (centres undefined)	-3.9	0.0	2.8	107.7	-2.7	.	4.8	101.5	.
CCC(C)(C)NC(=O)C(OC(=O)c1ccco1)c1ccc(OC)cc1 (centres undefined)	-1.6	2.0	3.8	101.0	2.2	0.3	4.8	107.4	1.0
CCOc1ccc(-n2nc(C(=O)NC3CCCCC3)c3ccccc3c2=O)cc1	8.2	81.0*	7.4	98.4	6.6	2.1	-9.3	100.4	0.7
CCCNC(=O)c1ccccc1NC(=O)Cc1ccc(OC)c(S(=O)(=O)N2CCOCC2)c1	-2.6	1.0	-0.6	109.8	0.1	-1.3	4.9	83.2	-2.7
N#CC1=C(N)Oc2cc(N)ccc2C1c1ccc(F)cc1 (centres undefined)	5.3	1.0	2.0	104.3	5.9	3.7	9.2	96.0	3.6
O=[N+]([O-])c1ccc(/C=N/Nc2nc(N3CCCCC3)nc(N3CCCCC3)n2)cc1	6.2	3.0	4.7	83.4	10.4	0.6	0.0	79.0	0.6
CN(Cc1ccccc1)C(=O)CN1CCN(S(=O)(=O)c2ccc(Cl)c(Cl)c2)CC1	7.6	3.0	2.6	94.4	2.6	.	-18.6	92.5	.

# One compound at a time (already shown):
# Results for CC(C)C(NC(=O)c1ccc(S(=O)(=O)N2CCOCC2)cc1)c1nc2ccccc2[nH]1 (centres undefined) : MCL1 BIM primary = -1.1; GRK2 inh = 4.0; GLD-1 TGE inh = -0.4; AGP1 TOR yeast = 101.6; BCLXL inh = 6.4; MEX-5 binding = 2.1; VLA-4 inh = -7.6; CIT2-GFP yeast = 105.2; Fam108B counter = 1.4
# Results for O=P(Cc1ccccc1)(c1ccccc1)c1ccccc1 : MCL1 BIM primary = 1.9; GRK2 inh = 6.0; GLD-1 TGE inh = -6.3; AGP1 TOR yeast = 97.1; BCLXL inh = 1.5; MEX-5 binding = 0.8; VLA-4 inh = -5.8; CIT2-GFP yeast = 90.1; Fam108B counter = 0.1

# The results go on:
molecule	MCL1 BIM primary	GRK2 inh	GLD-1 TGE inh	AGP1 TOR yeast	BCLXL inh	MEX-5 binding	VLA-4 inh	CIT2-GFP yeast	Fam108B counter
CCOc1cccc(/C=N/NC(=S)NCCN2CCOCC2)c1O	4.1	1.0	8.8	101.4	5.5	-0.6	-3.0	102.6	-0.2
CCOc1ccc(N2C(=O)/C(=C/c3ccccn3)SC2=S)cc1	-1.3	0.0	5.5	106.0	3.7	-2.2	-1.7	100.8	-0.2
O=C(NCc1ccc(F)cc1)C1CCC(=O)N1C1CCCCC1 (centres undefined)	6.8	1.0	1.2	109.0	4.9	1.0	19.1	113.7	-0.4
COc1ccc(C)cc1S(=O)(=O)N1CCOCC1	-1.3	0.0	-5.8	110.7	-0.4	-1.2	1.4	100.8	-1.9
Cc1cc(C)n(-c2ccc(NC(=O)C3CCN(Cc4ccccn4)CC3)cc2)n1	-0.5	0.0	1.2	97.5	-0.1	-1.1	0.6	93.8	0.8
CCC(C)C(NC(=O)c1ccc(Cl)cc1)C(=O)O (centres undefined)	4.2	1.0	-0.5	101.2	0.1	1.4	93.2*	115.9	-1.9
CC(=O)c1cccc(NC(=O)C2CCN(C(=O)c3cccs3)CC2)c1	7.2	0.0	-6.7	92.2	3.8	0.8	-0.8	90.0	1.7
CCCCSC1(SCCCC)N=C(N)C2(C#N)C(c3ccccc3)NC(C)=CC12C#N (centres undefined)	9.3	3.0	7.4	90.1	9.8	-0.2	9.2	90.4	-2.5
COc1ccc(-c2ccc(SCC(=O)NCC3CCCO3)nn2)cc1OC (centres undefined)	5.8	2.0	7.0	103.6	1.9	-2.3	3.5	94.8	2.4
Cc1ccc(S(=O)(=O)OCCC2=CC(=O)CCN2Cc2ccccc2)cc1	.	0.0	-0.2	112.2	.	.	-2.4	103.0	.
O=C1CC(c2ccccc2)CC(O)=C1C=NCCN1CCNCC1 (centres undefined)	3.5	0.0	0.6	94.8	1.6	2.0	6.5	95.0	0.1
CC1CCCC(C)N1C(=O)COc1ccc(C(=O)N/N=C/c2ccc(C(=O)O)cc2)cc1 (centres undefined)	7.8	2.0	3.9	89.3	7.0	0.2	5.9	90.9	-2.0
COC(=O)c1cn(C(=O)c2cccs2)c2ccccc12	-1.8	1.0	8.5	76.2	5.0	.	-0.3	83.2	-3.4
COc1ccc(C2CC(c3ccc(OC)cc3)n3nc(N)nc3N2)cc1 (centres undefined)	0.8	0.0	-2.3	106.5	1.9	-0.5	-36.9	112.0	4.1
CC1(C)COC(c2coc3ccccc3c2=O)OC1	4.7	2.0	-1.1	103.1	1.2	-3.5	-6.1	99.1	12.1
CNS(=O)(=O)c1ccc(NC(=O)C(CCSC)NC(N)=O)cc1 (centres undefined)	-3.5	1.0	1.0	101.0	7.9	1.8	2.1	95.3	-2.6
CCOC(=O)c1ccc(Nc2nnc3nc(C)cc(C)n23)cc1	2.2	0.0	1.5	85.2	3.0	-0.7	9.0	83.7	-6.9
Cc1ccc(C)c(CS(=O)(=O)c2cn(CC(=O)N3CCC(C)CC3)c3ccccc23)c1	-1.4	2.0	0.5	91.4	1.2	-0.1	3.8	87.6	0.5
CC(=O)Nc1ccccc1NC(=O)CC(C)(C)C	2.6	0.0	4.6	99.7	5.9	0.2	-4.6	101.1	3.3
CCC(CC)C(=O)Nc1cccc(C(=O)Nc2ccc(S(=O)(=O)Nc3ccc(C)cc3)cc2)c1	0.9	3.0	14.5	104.2	0.4	-0.2	5.8	93.5	-4.4
O=C(O)c1ccccc1-c1nc2ccccc2c(=O)n1O	-4.3	0.0	2.6	105.2	6.5	-1.4	-5.3	.	1.4
CCCN1Cc2cccc(C(=O)NCc3ccc4c(c3)OCO4)c2C1=O	2.4	2.0	0.6	93.9	2.8	0.5	3.6	89.2	2.6
O=C(N/N=C/c1ccc(Br)o1)c1cc([N+](=O)[O-])cc([N+](=O)[O-])c1	2.0	4.0	5.6	85.8	-3.2	0.0	19.4	96.7	2.7
C=CCNC(=O)/C(C#N)=C/c1ccc(SC)cc1	-5.7	0.0	5.1	100.1	-14.4	-0.4	7.4	96.4	-2.8
CCN(Cc1ccc2c(c1)OCCO2)C(=O)CN1C(=O)NC2(CCCCC2)C1=O	2.2	3.0	7.0	100.9	-0.1	.	-0.1	98.4	.
Cc1nc(NCCO)c(C#N)c2c1COC(C)(C)C2	1.1	0.0	2.2	98.2	9.6	-0.4	11.6	91.4	0.8
CCCOc1ccc(N2C(=O)CC(SCC(N)C(=O)OCC)C2=O)cc1 (centres undefined)	9.4	0.0	0.5	101.5	7.0	0.1	14.5	109.0	-0.8
O=C(O)c1ccc(NC(=S)Nc2ccccc2)cc1	3.7	5.0	-3.6	100.7	6.2	0.6	-7.5	93.2	8.0
COc1ccc(CCC(=O)NNC(=O)c2cc(Cl)ccc2OC)cc1	-6.5	5.0	0.9	108.3	-3.7	-0.2	7.0	110.8	-1.5
COCCNC(=O)CN1CCOc2ccccc21	-5.4	0.0	10.7	100.3	3.3	-0.6	8.5	102.3	0.2
CCC(C(=O)NCc1ccc(C)cc1)c1ccccc1 (centres undefined)	8.7	0.0	1.2	108.9	3.6	-0.5	4.1	107.0	-2.5
CCCCN1CNC(=S)N(CCc2ccc(OCC)c(OCC)c2)C1	7.2	0.0	-9.2	105.6	13.3	.	-8.5	98.0	7.8
CCN(CC)C(=O)c1ccc(NS(=O)(=O)c2ccccc2)cc1	5.2	0.0	9.4	101.6	7.6	1.1	-5.9	109.8	3.5
COCCN(CCOC)C(=O)CN1C(=O)NC2(CCCc3sccc32)C1=O (centres undefined)	7.7	2.0	-2.9	99.2	3.7	3.1	0.2	92.5	-0.4
CSc1ccccc1C(=O)C1CCCN(S(=O)(=O)N(C)C)C1 (centres undefined)	-0.4	4.0	-0.6	91.8	6.4	1.3	51.5*	91.7	-1.2
Cc1cccc(OCC(=O)Nc2ccc(C(=O)Nc3ccccc3C(=O)O)cc2)c1C	1.4	0.0	-1.5	93.0	11.7	1.9	0.8	90.5	-18.6
CC(OC(=O)c1ccccc1NCCO)C(=O)Nc1ccnn1C(C)C (centres undefined)	1.2	3.0	-2.4	90.0	0.0	.	19.6	88.1	.
Cc1cc(NC(=O)C2CC(c3c(F)cccc3Cl)=NO2)n(-c2ccccc2)n1 (centres undefined)	5.9	0.0	1.6	92.2	6.9	2.8	0.7	93.8	-2.5
CCSC1=NCN(CCCC(=O)O)CN1	2.9	4.0	6.0	110.3	1.9	-2.4	7.4	110.4	0.5
O=C(NCC(c1ccco1)N1CCN(c2ccccc2F)CC1)c1cccs1 (centres undefined)	-0.2	0.0	-1.3	106.7	1.6	0.2	16.1	103.8	-0.1
CC1=C(C(=O)N2CCOCC2)C(c2ccc(O)cc2)NC(=S)N1 (centres undefined)	1.9	2.0	1.7	95.2	6.8	-2.8	-2.2	103.6	2.2
O=C(c1ccc(Cl)cc1)N(Cc1cccs1)C1CCS(=O)(=O)C1 (centres undefined)	2.0	1.0	5.2	103.6	-1.8	1.7	14.1	104.7	-0.3
CN(CC(=O)Nc1ccccc1Cl)C(=O)CSc1nnc(N)s1	-3.3	5.0	-0.9	?	-13.7	-0.2	0.0	?	8.3
CCC(=O)N(Cc1cc2ccccc2[nH]c1=O)c1ccccc1OC	7.5	.	-6.9	97.4	1.0	0.2	4.0	112.4	0.6
CC(=O)Nc1ccc(NC(=O)C(C)OC(=O)c2cc(S(=O)(=O)N(C)C)ccc2N2CCCC2)cc1 (centres undefined)	-5.0	4.0	1.9	100.8	-6.4	3.3	3.1	88.9	-0.9
CCN1CCc2nc(NC(=O)C(c3ccccc3)c3ccccc3)sc2C1	-4.9	0.0	-22.9	104.5	3.9	0.8	4.6	109.0	-12.4
N#C/C(=N\Nc1ccc([N+](=O)[O-])cc1)C(N)=S	-18.1	1.0	-12.7	106.1	1.5	-0.4	-5.0	92.0	-1.8
